Bioassay records deposited in PubChem BioAssay by several laboratories.
Bfl-1 inhibitors: displacement of Bid BH3 peptide from Bfl-1 – biochemical, fluorescence polarization, FITC-Bid, mouse, primary screen (AID 432). FITC-Bid BH3 peptide fluorescence polarization displacement; higher % means a stronger effect. displacement, % at 20 µM; hits with a dose series show IC50 in µM. 64,000 compounds, 0.02% hits; in the data active means a potency from the dose series; inactive means the rest, 99 in 100 with displacement below about 15%; further: strong numbers were not always called active
HT1080 cytotoxicity: cytotoxicity in HT1080 fibrosarcoma cells, cell-based, fluorescence readout (AID 620) | 87,000 compounds, 0.42% hits | HT1080 viability, fluorescence; higher % means a stronger effect | cytotoxicity, % at 10 µM, or EC50 in µM where a hit was titrated;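 further: cells exposed to compound overnight then 4 h with Alamar Blue; 0% = vehicle DMSO and 100% = killing control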
Spn MK inh: S. pneumoniae mevalonate kinase inhibition | inhibition, % at 10 µM | 65,000 compounds, 0.48% hits | purified MK, PK/LDH-coupled NADH absorbance 340 nm;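 active means ranked among the strongest by inhibition in the single 10 µM screen, a fixed top-ranked set picked for dose follow-up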; further: no value below 0 was filed
Spn DPM-DC inh: blocks S. pneumoniae diphosphomevalonate decarboxylase; purified DPM-DC, PK/LDH coupled NADH fluorescence; calls only at 10 µM; 65,000 compounds, 0.49% hits; AID 556;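 active means the 320 compounds with the highest percent inhibition in the single-dose primary screen, excluding strongly autofluorescent ones, cut at about 32% in these data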;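 further: kinetic rate of NADH fluorescence loss reporting ADP formed by the decarboxylase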
HPDE-C7K KRASV12: viability loss of HPDE-C7K cells – cell-based, fluorescence, HTS, primary screen (AID 431) | HPDE-C7K KRASV12 cells, Alamar Blue viability, 48 h; higher % means a stronger effect | cytotoxicity, % at 10 µM, or EC50 in µM where a hit was titrated | 63,000 compounds, 1.7% hits;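 active means compounds whose percent cytotoxicity in the single-dose primary screen, scaled between solvent and toxic-drug controls, exceeds 50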;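 further: 0% = DMSO solvent wells and 100% = doxorubicin-treated wells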
PMK inhibit: blocks S. pneumoniae phosphomevalonate kinase; inhibition, % at 10 µM; purified PMK, PK/LDH-coupled NADH absorbance 340 nm; 65,000 compounds, 0.49% hits;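 active means top-ranked compounds by inhibition in the single 10 µM screen, taking a fixed number of the strongest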;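 further: 0% = full reaction with DMSO carrier and 100% = background rate without enzyme reaction; no value below 0 was filed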
LYP phosphatase: inhibition of human PTPN22 tyrosine phosphatase – biochemical, DiFMUP fluorescence, recombinant catalytic domain, 10 µM, primary screen (AID 606); recombinant LYP catalytic domain, DiFMUP fluorescence; higher % means a stronger effect; inhibition, % at 10 µM, or IC50 in µM where a hit was titrated; 52,000 tested, under 10 active;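 active means IC50 under 40 µM in the dose-response test; inactive means IC50 of 40 µM or more, or never dose-tested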
HPDE-C7 viability: HPDE-C7 pancreatic duct cell viability loss – fluorescence, HTS (AID 430) | HPDE-C7 pancreatic duct cells viability, fluorescence; higher % means a stronger effect | cytotoxicity, % at 10 µM, or EC50 in µM where a hit was titrated | 63,000 compounds, 1.8% hits;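 further: cells exposed to compound for 48 hours before viability readout; 0% = vehicle and 100% = reference cytotoxic drug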
Alkaline phosphatase: inhibition of tissue-nonspecific alkaline phosphatase – biochemical, luminescent (AID 518). purified TNAP enzyme, luminescent substrate readout; higher % means a stronger effect. inhibition, % at 20 µM; hits with a dose series show IC50 in µM. 64,000 compounds, 0.09% hits; in the data active means a potency from the dose series; inactive means the rest, 99 in 100 with inhibition below about 22%;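 further: plate controls were vehicle for no effect and reference inhibitor for full effect; many of its hits are not listed in these tables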
PMK inhibit pilot replicates: second read-out of PMK inhibit, no call of its own (marks repeat the call); inhibition, %; measured here: pilot screen replicates
Spn MK inh pilot replicates: second read-out of Spn MK inh, no call of its own (marks repeat the call); inhibition, %; measured here: pilot screen replicates
Spn DPM-DC inh pilot screen %: also measured in Spn DPM-DC inh; calls as there; inhibition, %; measured here: pilot screen trials
* marks the source's active call; other numbers are inactive results; i = inactive; · = not tested or not shown. Unless noted, no stated cut-off is given here; in the data, active means cytotoxicity above about 50%; inactive means the rest.

SMILES | Bfl-1 inhibitors | HT1080 cytotoxicity | Spn MK inh | Spn DPM-DC inh | HPDE-C7K KRASV12 | PMK inhibit | LYP phosphatase | HPDE-C7 viability | Alkaline phosphatase | others
O=C(CCCN1C(=O)c2ccccc2C1=O)NCCC1=CCCCC1 | -3% | -4% | 12 | i | -12% | 2 | 8% | -6% | -3%
CN(c1ccccc1C(=O)O)S(=O)(=O)c1ccc2c3c(cccc13)C(=O)N2 | 17% | 0% | 9 | i | -3% | 7 | · | -1% | 9%
COc1cc(C(=O)NCCC(=O)NCCCN2CCCCC2)cc(OC)c1OC | -1% | 3% | 0 | i | -4% | 15 | 3% | 2% | -1%
CCC(=O)N1CCc2cc(S(=O)(=O)NCCCOC)ccc21 | 3% | · | 0 | i | 7% | 15 | 2% | 0% | 7%
COc1ccc(-c2cn3c(C)c(C(=O)Nc4cccc(C)n4)sc3n2)cc1 | -7% | -13% | 0 | i | 27% | 10 | · | 23% | 8%
CC1(CCc2ccccc2)NC(=O)N(Cc2nnc(-c3ccccc3Br)o2)C1=O (stereo not given) | 3% | 6% | 4 | i | -2% | 8 | · | 6% | 9%
COc1ccc(C2=NOC(C(=O)Nc3c(C)n(C)n(-c4ccccc4)c3=O)C2)cc1OC (stereo not given) | 5% | -4% | 4 | i | 0% | 0 | 5% | -8% | 8%
CCOC(=O)C1=C(N)Oc2cc(C)n(C)c(=O)c2C1c1ccncc1 (stereo not given) | -3% | 6% | 4 | i | 7% | 2 | 16% | 3% | 6%
CC(=O)CCS(=O)(=O)c1ccc(C)c(C)c1 | 0% | -2% | 3 | i | -16% | 10 | 5% | -27% | 5%
Cn1c(=O)cc(-c2ccccc2)c2ccccc21 | -3% | -3% | 0 | i | -18% | 8 | -11% | -12% | 18%
CSC1=C(C#N)C(c2ccc(Cl)cc2)C2=C(CC(C)(C)CC2=O)N1 (stereo not given) | -6% | 4% | 4 | i | 3% | 5 | 7% | -2% | 20% | PMK inhibit pilot replicates=0.5;Spn MK inh pilot replicates=0.0;Spn DPM-DC inh pilot screen %=0.0
CN(C(=O)c1cnccn1)c1nnc(-c2cnccn2)s1 | 1% | 15% | 6 | i | -15% | 16 | · | -22% | 5%
COc1ccc(N2CCN(c3oc(COc4ccccc4)nc3C#N)CC2)cc1 | 0% | -4% | 1 | i | 13% | 15 | 7% | -9% | 8% | PMK inhibit pilot replicates=1.0;Spn MK inh pilot replicates=1.5;Spn DPM-DC inh pilot screen %=2.0
COc1ccc(C)cc1-n1c(SCC(=O)Nc2cc(C)on2)nc2sc(C)c(C)c2c1=O | -9% | -6% | 0 | i | 13% | 15 | 5% | 11% | 13%
Cc1sc2nc(CN3CCCC3)nc(N3CCN(S(=O)(=O)c4cccs4)CC3)c2c1C | -4% | 3% | 10 | i | 16% | 0 | -2% | -4% | 1%
Cc1cccnc1NC(=O)CCCN1C(=O)c2ccccc2C1=O | -1% | 0% | 14 | i | 0% | 13 | 6% | 8% | 13% | PMK inhibit pilot replicates=0.0;Spn MK inh pilot replicates=0.0;Spn DPM-DC inh pilot screen %=1.0
CCn1c(=O)c2c(nc3n2CC(C)CN3CCc2ccccc2)n(C)c1=O (stereo not given) | -6% | -12% | 2 | i | 5% | 0 | 7% | -11% | 6%
Cc1ccc(C)c(-n2c(CNC(=O)c3ccco3)nnc2SCC(=O)N2CCc3ccccc32)c1 | 1% | 2% | 0 | i | 6% | 11 | 1% | 2% | 4%
CCn1cc(C(=O)N2CCOCC2)c(=O)c2cc(S(=O)(=O)N(C)C)ccc21 | 0% | 3% | 9 | i | 0% | 0 | 6% | -3% | 8%
COc1cc(OC)cc(C(=O)NCc2nc(-c3ccccc3)no2)c1 | -6% | · | 4 | i | -7% | 13 | 0% | 6% | -1%
O=C(NCc1ccccn1)C1CCN(S(=O)(=O)c2ccccc2)CC1 | 2% | -5% | 9 | i | -3% | 1 | · | -5% | 9%
CC1CCCN(Cc2nc3c(c(=O)n(C)c(=O)n3C)n2Cc2cccc3ccccc23)C1 (stereo not given) | -4% | -14% | 6 | i | 0% | 14 | 5% | -7% | 7%
O=C(CSc1nc2ccccc2c(=O)n1-c1ccc(Cl)cc1)c1ccco1 | -2% | 4% | 0 | i | 2% | 0 | · | 2% | 22%
O=C(c1ccc(COCC(F)(F)F)o1)N1CCCCCC1 | -2% | 20% | 0 | i | 0% | 8 | 4% | -13% | 7%
CCOc1ccc(NC(=O)Cn2nnc(C(=O)NCc3ccccc3OC)c2N)cc1 | 0% | 4% | 1 | i | 1% | 7 | 2% | -8% | 18%
O=C(CCCN1CCC(c2ccccc2)C1)c1ccc2c(c1)OCCO2 (stereo not given) | 2% | 0% | 0 | i | 24% | 8 | 11% | 6% | 6%
CCc1ccccc1NC(=O)c1cnc2scc(C)n2c1=O | 3% | 0% | 1 | i | 8% | 9 | 13% | -1% | 1%
Cc1cccc(N2CCN(C(=O)c3ccncc3)CC2)c1C | -2% | 21% | 12 | i | 27% | 12 | 10% | 34% | 6%
O=C(NCc1ccco1)C1CCCN(S(=O)(=O)c2ccc(-n3cnnn3)cc2)C1 (stereo not given) | 6% | 1% | 0 | i | -4% | 20 | 12% | 1% | 4%
COC(=O)C1=C(C)Nc2ncnn2C1c1ccc(C)o1 (stereo not given) | 0% | 0% | 0 | i | 7% | 5 | 7% | 12% | 11% | PMK inhibit pilot replicates=0.0;Spn MK inh pilot replicates=0.5;Spn DPM-DC inh pilot screen %=0.0
Brc1ccc(-c2nn3c(-c4ccccn4)nnc3s2)o1 | 13% | 4% | 9 | i | 3% | 10 | 4% | -4% | 6%
Cc1cc(=O)[nH]c(Nc2cccc(C(F)(F)F)c2)n1 | -5% | 2% | 4 | i | -15% | 0 | -9% | -13% | 8%
O=C(CSc1ccccc1C(=O)O)Nc1cccc(C(=O)O)c1 | -5% | -2% | 8 | i | -3% | 16 | · | 3% | 7%
O=C(NCc1ccccc1)c1c(F)c(F)c(F)c(F)c1F | -3% | 9% | 11 | i | -27% | 9 | 10% | -20% | 12%
O=C(Nc1ccccn1)[C@@H]1CCC(=O)N1C(=O)OCc1ccccc1 | -3% | 14% | 6 | i | · | 11 | · | · | 12%
CS(=O)(=O)Nc1ccccc1C(=O)Nc1ccc2c(c1)OCCO2 | -9% | 11% | 0 | i | -3% | 10 | 2% | 2% | 7%
CCOC(=O)N1CCN(c2c(NCc3cccs3)c(=O)c2=O)CC1 | 3% | 22% | 0 | i | 31% | 9 | 12% | 47% | 11%
CCCNC(=O)CN(C)C(=O)c1n[nH]c2ccccc12 | -4% | 0% | 0 | i | -10% | 14 | 1% | -15% | 8%
COC(=O)c1cc(NC(=O)Cn2c(=O)cnc3ccccc32)cc(C(=O)OC)c1 | -7% | 15% | 2 | i | -10% | 17 | -1% | 2% | 5%
O=C(NCc1nnc(SCC(=O)N2CCN(c3ccccc3)CC2)o1)c1ccco1 | -6% | · | 42* | i | -17% | 12 | 10% | -28% | -3%
N#C/C(=C\c1ccc(O)c(O)c1)S(=O)(=O)c1ccccc1 | -10% | -5% | 1 | i | 5% | 6 | 14% | 5% | 38%
Cc1ccc(S(=O)(=O)N2CCN(c3nc4ccccc4nc3-n3nc(C)cc3C)CC2)cc1 | -5% | -2% | 8 | i | 11% | 6 | 6% | 4% | 11%
COc1cc(CNc2ncn[nH]2)cc(Br)c1OC | -5% | 5% | 10 | i | 5% | 4 | 3% | 1% | 2%
CCOC(=O)C1CCN(C(=O)N2CCOCC2)CC1 | -2% | 0% | 4 | i | -10% | 6 | 1% | 2% | 6%
CCCc1[nH][nH]c(=O)c1C(c1cccc(Cl)c1)C(C#N)C#N (stereo not given) | 1% | 3% | 10 | i | 14% | 0 | · | 17% | 10%
COC(=O)Cn1c(CN2CCN(c3ccccc3F)CC2)nc2c1c(=O)n(C)c(=O)n2C | -7% | 6% | 7 | i | -7% | 13 | 21% | -4% | 13% | PMK inhibit pilot replicates=7.0;Spn MK inh pilot replicates=0.0;Spn DPM-DC inh pilot screen %=0.0
CCOC(=O)N1CCC(N(C(=O)Nc2ccccc2)C(C)CC)CC1 (stereo not given) | 4% | -1% | 0 | i | 2% | 0 | · | -5% | 7%
Cc1cc(C)c2c(n1)nn1c(-n3ccnc3)cc(C)nc21 | 5% | -2% | 7 | i | 10% | 2 | 2% | 22% | 8%
O=C(O)c1cc(S(=O)(=O)Nc2ccc3oc(=O)sc3c2)ccc1O | -4% | -7% | 9 | i | 21% | 16 | · | 13% | 9%
Cc1cc(NC(=O)Cc2cn3ccsc3n2)n(-c2ccccc2)n1 | -3% | 2% | 0 | i | 4% | 10 | 0% | -4% | 8% | PMK inhibit pilot replicates=1.5;Spn MK inh pilot replicates=4.5;Spn DPM-DC inh pilot screen %=2.5

Entries above that contain an aryl methoxy group:
SMILES | Bfl-1 inhibitors | HT1080 cytotoxicity | Spn MK inh | Spn DPM-DC inh | HPDE-C7K KRASV12 | PMK inhibit | LYP phosphatase | HPDE-C7 viability | Alkaline phosphatase | others
COc1cc(C(=O)NCCC(=O)NCCCN2CCCCC2)cc(OC)c1OC | -1% | 3% | 0 | i | -4% | 15 | 3% | 2% | -1%
COc1ccc(-c2cn3c(C)c(C(=O)Nc4cccc(C)n4)sc3n2)cc1 | -7% | -13% | 0 | i | 27% | 10 | · | 23% | 8%
COc1ccc(C2=NOC(C(=O)Nc3c(C)n(C)n(-c4ccccc4)c3=O)C2)cc1OC (stereo not given) | 5% | -4% | 4 | i | 0% | 0 | 5% | -8% | 8%
COc1ccc(N2CCN(c3oc(COc4ccccc4)nc3C#N)CC2)cc1 | 0% | -4% | 1 | i | 13% | 15 | 7% | -9% | 8% | PMK inhibit pilot replicates=1.0;Spn MK inh pilot replicates=1.5;Spn DPM-DC inh pilot screen %=2.0
COc1ccc(C)cc1-n1c(SCC(=O)Nc2cc(C)on2)nc2sc(C)c(C)c2c1=O | -9% | -6% | 0 | i | 13% | 15 | 5% | 11% | 13%
COc1cc(OC)cc(C(=O)NCc2nc(-c3ccccc3)no2)c1 | -6% | · | 4 | i | -7% | 13 | 0% | 6% | -1%
CCOc1ccc(NC(=O)Cn2nnc(C(=O)NCc3ccccc3OC)c2N)cc1 | 0% | 4% | 1 | i | 1% | 7 | 2% | -8% | 18%
COc1cc(CNc2ncn[nH]2)cc(Br)c1OC | -5% | 5% | 10 | i | 5% | 4 | 3% | 1% | 2%
